Screens: PubChem, National Center for Advancing Translational Sciences (NCATS)
aSyn yeast rescue: qHTS of alpha-syn Inhibitors: NCGC Sytravon Library Screen; S. cerevisiae alpha-synuclein toxicity rescue, BacTiter-Glo growth, 24 h; hit rate 0.02% among 94,000; Potency, µM (highest dose often 46.1 µM), for the others: top-dose growth rescue (activation), usual class: activators; AID 1347070, 2019; active = well fitted activation curve with a large enough effect; inconclusive = small, poorly fitted or top-dose-only effect; note: 0% is about no effect
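Growth restoration measured by BacTiter-Glo luminescence after 24 hr at 30 deg C; alpha-synuclein yeast, raffinose-pregrown to mid-log, were added at OD600=0.02 in galactose medium onto pinned compounds.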
The depositor's hits bear a star; u = inconclusive; [ ] = dose if it differs, or a comment. Potency is the fitted concentration of half-maximal effect.

SMILES,aSyn yeast rescue
Cc1nn(-c2ccccc2)c2c1N(CC(=O)N1CCN(c3ccccc3F)CC1)C(=O)CS2,0.1%
CC(C)COC(=O)n1c(=O)oc2ccc(S(=O)(=O)N3CCCCC3)cc21,-14.2%
CCOC(=O)c1ccc(NC(=S)NCCc2ccccc2F)cc1,-14.9%
Cc1cccc(NC(=O)Cn2nc(-c3ccccc3)c3cnc4ccccc4c32)c1,-1.9%
COC(=O)Cc1[nH]c(=S)[nH]c1C(=O)OC,-6.8%
CC1CCc2c(C(=O)NCc3ccco3)csc2C1 (stereo unspecified),7.4%
O=C(O)c1ccc(NC(=O)c2ccc(Cl)c(S(=O)(=O)N3CCCCCC3)c2)cc1,-4.8%
O=C(COC(=O)COc1ccc(Cl)cc1)NCCNC(=O)COC(=O)COc1ccc(Cl)cc1,-7.5%
CC(C)(C)NC(=O)COC(=O)/C=C/c1ccc(F)cc1,-2.2%
CSc1nc2c(c(=O)[nH]1)C(c1cccc(Br)c1)CC(=O)N2 (stereo unspecified),-7.9%
COc1ccc(N2CSC3=C(C#N)C(c4ccc(OC)c(OC)c4)CC(=O)N3C2)c(OC)c1 (stereo unspecified),0.9%
COc1cc(NC(=O)CSc2c3c(nc4ccccc24)CCC3)cc(OC)c1OC,-0.3%
Cc1nnsc1C(=O)Oc1ccc(C(C)C)cc1,1.7%
CCOC(=O)CSc1nc2c(sc3ccccc32)c(=O)n1Cc1ccc(C)cc1,0.3%
CC(C)(C)c1ccc(C(=O)N2CCCC(c3nc4c(nnn4Cc4cccc(F)c4)c(=O)[nH]3)C2)cc1 (stereo unspecified),4.5%
CCCc1cc(=O)[nH]c(Nc2ccc(O)cc2C)n1,-2.2%
CCC1=Nc2cc(C(=O)NCc3ccco3)ccc2Sc2ccccc21,-3.5%
Cc1ccc(NC(=O)CCOc2ccccc2)cc1,-4.7%
CC1=C(c2ccc(Cl)cc2)S(=O)(=O)N=C1N1CCN(c2cccc(C)c2C)CC1,-1.1%
Cc1ccccc1NC(=O)CC(=O)Nc1ccccc1C,-5.8%
CCOc1ccc(-n2c(=O)c3sccc3n(CC(=O)NCCc3ccc(OC)c(OC)c3)c2=O)cc1,12.0%
COc1ccc(NC(=O)CN2C(=O)NC(c3ccccc3)(c3ccccc3)C2=O)cc1OC,-3.6%
O=C(O)c1ccccc1CSc1nc2ccccc2[nH]1,8.1%
CCOc1cc(C(c2c(C)[nH]n(-c3ccccc3)c2=O)c2c(C)[nH]n(-c3ccccc3)c2=O)ccc1O,-6.7%
Cc1ccccc1S(=O)(=O)N(C)C[C@@H]1OCc2cnnn2CCCC(=O)N([C@H](C)CO)C[C@@H]1C,9.9%
C[C@@H]1CN([C@@H](C)CO)S(=O)(=O)c2ccc(Br)cc2O[C@@H]1CN(C)C(=O)c1ccncc1,2.0%
COc1ccc(F)cc1S(=O)(=O)NCC(c1ccco1)N1CCc2ccccc2C1 (stereo unspecified),11.9%
CCCCn1c(=O)[nH]c(=O)c2c1nc(-c1ccc(OC)c(Br)c1)n2CC(C)C,-4.0%
Cc1ccc(NC(=O)Cn2cc3c(n2)CCCCC3)cc1,-8.8%
COc1cc(NC(=O)c2nn(C)c3c2COc2ccccc2-3)cc(OC)c1OC,-0.5%

Molecules listed so far with bromine:
SMILES,aSyn yeast rescue
CSc1nc2c(c(=O)[nH]1)C(c1cccc(Br)c1)CC(=O)N2 (stereo unspecified),-7.9%
C[C@@H]1CN([C@@H](C)CO)S(=O)(=O)c2ccc(Br)cc2O[C@@H]1CN(C)C(=O)c1ccncc1,2.0%
CCCCn1c(=O)[nH]c(=O)c2c1nc(-c1ccc(OC)c(Br)c1)n2CC(C)C,-4.0%

Next entries follow:
SMILES,aSyn yeast rescue
CCOc1ccccc1NC(=O)CN1C=NS(=O)(=O)c2ccccc21,-1.2%
CCOC(=O)CC(NC(=O)CCc1c(C)nc2cc(-c3ccccc3)nn2c1C)c1ccc(C)cc1 (stereo unspecified),u
COc1ccc(C)cc1NC(=O)c1nnn(-c2c(C)cccc2C)c1C,-27.1%
CCOC(=O)c1ccc(NC(=O)C(CC)Sc2nc3ncccc3[nH]2)cc1 (stereo unspecified),6.7%
Cc1ccc(C)c(Cn2c3ccccc3c3cnn(CC(=O)NCCc4ccccc4)c(=O)c32)c1,-3.7%
Cc1ccc(C(=O)NC(C(=O)Nc2cccc(S(N)(=O)=O)c2)C(C)C)cc1 (stereo unspecified),-11.6%
COc1ccccc1N1CCN(C(=O)CSc2nnnn2C2CC2)CC1,8.2%
CCCCOc1ccc(C(=O)NCCS(=O)(=O)N2CCN(c3ccc(F)cc3)CC2)cc1,6.2%
CCCc1c(C(=O)N/N=C/c2ccc(OCc3ccccc3)cc2)nnn1-c1nonc1N,-5.8%
Cc1n[nH]c(=O)c2c(NC(=O)CSc3ccccc3F)oc(C)c12,6.8%
O=C(CSc1nc2ccccc2c(=O)n1-c1ccccc1)N1CCc2ccccc2C1,0.1%
CCN(CC)CCCNC(=O)CCc1c(C)n(CC)c2cc(-c3ccccc3OC)nn2c1=O,3.0%
COCCn1c(CN2CC(C)CC(C)C2)nc2c1c(=O)n(C)c(=O)n2C (stereo unspecified),-8.0%
COC(=O)c1scc(-c2ccc(C)cc2)c1S(=O)(=O)Nc1cc(OC)c(OC)c(OC)c1,8.5%
COc1ccccc1CNc1ccc([N+](=O)[O-])cc1C,8.2%
COc1cc(-c2noc(-c3ccc(NCCc4ccccc4)c([N+](=O)[O-])c3)n2)cc(OC)c1OC,0.3%
CSCCC(NS(=O)(=O)c1ccccc1F)C(=O)NCCCn1nc(C)cc1C (stereo unspecified),9.1%
COC(=O)C1=C(CS(=O)(=O)c2cc(Cl)ccc2OC)NC(=O)NC1c1ccccc1 (stereo unspecified),-11.9%
CC(=O)Nc1ccc(NC(=O)CC2SC(=O)N(CC(=O)c3ccccc3)C2=O)cc1 (stereo unspecified),-5.4%
COc1ccc(C(=O)N2CCN(C(=O)COc3ccccc3)CC2)cc1OC,6.5%
CCOC(=O)C1CCCN(C(=O)c2cc(S(=O)(=O)Nc3ccccc3OC)ccc2C)C1 (stereo unspecified),-4.5%
Cc1ccc(-c2nc(N3CCN(c4ccccc4Cl)CC3)c3ccccc3n2)cc1,-9.0%
Cc1cc(-c2nc(C)c(C(=O)NNS(=O)(=O)c3ccc(Cl)cc3Cl)s2)no1,2.8%
COc1cc(/C=C/C(=O)OCC(=O)Nc2cc(S(=O)(=O)N3CCCCC3)ccc2C)ccc1O,-4.9%
CSCCC(=O)N1CCN(CC(=O)N2CCCC2)CC1,-6.5%
COc1ccc(N(C(=O)c2cccnc2)S(=O)(=O)c2ccc(Cl)cc2)cc1,-49.2%[inhibitor]
COc1cc(Cl)c(C)cc1NC(=O)CCn1c(=O)c2cccn2c2cccnc21,-2.0%
COc1ccc(Cc2nc3c4cnn(-c5ccccc5Br)c4ncn3n2)cc1,-2.5%
CCc1c(C)nc2nncn2c1Nc1ccc(C(C)C)cc1,4.1%
Nc1nonc1-c1nc2ccccc2n1CC(=O)Nc1cccc(Cl)c1Cl,-2.0%

(more compounds)
| SMILES | aSyn yeast rescue |
| --- | --- |
| CCN(C(=O)CN1C(=O)c2ccccc2Sc2ccc(C(=O)OC)cc21)c1cccc(C)c1 | -6.5% |
| COc1ccc2[nH]cc(CCNS(=O)(=O)c3ccc(F)cc3)c2c1 | 1.7% |
| Cc1ccc(C)c(N2CCN(C(=O)Cc3c(C(=O)O)c(C)cn3C)CC2)c1 | -0.7% |
| Cc1ccccc1OCC(=O)OCC(=O)NC1CCCC(C)C1C (stereo unspecified) | 0.7% |
| Cc1cccc(N2CCN(C(=O)C3CCN(C(=O)c4cc5sccc5n4C)CC3)CC2)c1C | 11.5% |
| CCOC(=O)C1CCN(C(=O)c2ccc(C)c(NC(=O)c3nsc4ccccc34)c2)CC1 | -6.9% |
| Cc1ccc2c(c1)c1c(c(=O)n(Cc3ccccc3)c(=O)n1CC(=O)Nc1ccccc1F)n2C | -2.5% |
| COc1cc(NC(=O)N2CCC(CN3CCc4ccccc4C3)CC2)cc(OC)c1 | 3.7% |
| CCc1ccc(Nc2nc3ccccc3c3nnc(C)n23)cc1 | 4.5% |
| CCCc1cc(=O)[nH]c(SCc2nc(-c3ccc(C)cc3)no2)n1 | -5.5% |
| O=C(NCCCc1nc2ccccc2n1Cc1ccccc1)C1CCCCC1 | -5.1% |
| CN(C)/N=C/c1ccc(P(c2ccc(/C=N/N(C)C)o2)c2ccc(/C=N/N(C)C)o2)o1 | -6.4% |
| CCCSc1oc(-c2ccco2)nc1S(=O)(=O)c1ccc(Cl)cc1 | 23.9% |
| Cc1ccc2sc(N3CCN(C(=O)CCS(=O)(=O)c4ccc(Cl)cc4)CC3)nc2c1C | -7.0% |
| CCOc1ccc(C(=O)NCCCN2CCOCC2)cc1OCC | 7.1% |
| COc1cc(C2CC(=O)N(CC(=O)Nc3ccccc3F)c3ccccc3S2)cc(OC)c1OC (stereo unspecified) | 1.0% |
| O=C(NNC(=O)c1ccccc1O)c1ccc(S(=O)(=O)Nc2ccccc2F)cc1 | 0.4% |
| CCOC(=O)CSc1nc(C)c(C(C)=O)cc1C(N)=O | 5.8% |
| Cc1ccc(NC(=O)CSc2nc3ccccc3nc2Cc2ccccc2)c(Cl)c1 | 3.9% |
| CCOc1ccc(CNCCc2ccc(S(N)(=O)=O)cc2)cc1 | -35.3%[inhibitor] |
| Cc1c(NS(=O)(=O)c2cc(C(=O)OCC(=O)c3ccccc3F)ccc2Cl)c(=O)n(-c2ccccc2)n1C | -1.6% |
| CCCC#Cc1cnc2c(c1)C(=O)N([C@H](C)CO)C[C@@H](C)[C@H](CN(C)S(=O)(=O)c1cccc(OC)c1)O2 | -11.9% |
| CCc1ccc(C(=O)COC(=O)c2cccnc2Cl)cc1 | 11.1% |
| CCCCN1CN(Cc2ccco2)CNC1=S | 6.8% |
| COc1ccc(N2CCN(C(=O)CCn3nc(C)c(S(=O)(=O)N4CCCC4)c3C)CC2)cc1 | -8.0% |
| COc1ccc(CCNC(=O)c2cc3c(=O)n4cccc(C)c4nc3n2C)cc1 | 0.8% |
| O=C(COC(=O)c1ncc(Cl)c(Cl)c1Cl)c1ccc(Cl)s1 | 8.1% |
| COc1cccc(CNC(=O)c2ccc3c(c2)sc2nc(-c4cccc(OC)c4)cn23)c1 | 0.8% |
| Cc1ccc(C(=O)c2cn(CC(=O)NCc3ccccc3)c3nc(C)ccc3c2=O)cc1 | -1.2% |
| Cc1cc(C)c(NC(=O)Cn2c(=O)oc3cc(S(=O)(=O)N4CCCCCC4)ccc32)c(C)c1 | -7.2% |
| CCCCSc1cc(C)nc(N)n1 | 7.7% |
| Cc1ccccc1CN1C(=O)c2ccccc2S(=O)c2ccc(C(=O)NC3CCC(C)CC3)cc21 (stereo unspecified) | -5.9% |
| CC1CCC(NC(=O)C2(C)Cc3ccccc3C(=O)N2Cc2ccccc2Cl)CC1 (stereo unspecified) | -5.8% |
| CCOc1ccc(/C=N/n2nnnc2N)cc1O | -5.9% |
| CCOC(=O)c1sc2nccc(OC)c2c1N=CN(C)C | 2.5% |
| Cn1ncc2c(Nc3cc(C(F)(F)F)ccc3Cl)ncnc21 | -14.0% |
| CCN(C(=O)CN(C)Cc1c(F)cccc1Cl)c1c(N)n(Cc2ccccc2)c(=O)[nH]c1=O | 4.8% |
| COc1cc(CNC(=O)c2ccc3nc(CCc4ccccc4)oc3c2)cc(OC)c1OC | 5.3% |
| Cc1nn(-c2ccccc2)c(Cl)c1C(=O)OCC(=O)N(C)c1c(N)n(Cc2ccccc2)c(=O)[nH]c1=O | -4.7% |
| C/C(=N/NC(=O)c1nnn(-c2nonc2N)c1CSc1ccc(Cl)cc1)c1ccncc1 | 3.7% |
| O=C(NCCc1c[nH]c2ccccc12)c1ccc2nc[nH]c2c1 | 3.8% |
| CC(C)(C)C(=O)Nc1nnc(SCC(=O)NC2CC2)s1 | -9.9% |
| O=C(Nc1cc(=O)[nH]c2ncnn12)c1ccccc1F | -6.3% |
| O=C(/C=C/c1ccc(F)cc1)NC(=S)Nc1ccccc1O | -44.0%[inhibitor] |
| CCc1nnc2c(Nc3ccc(Br)c(C)c3)nc3ccccc3n12 | 7.7% |
| CCCCNC(=O)CN1C(=O)NC2(CCOc3ccccc32)C1=O (stereo unspecified) | -0.7% |
| Cc1ccccc1CS(=O)(=O)c1ncc(Cl)c(C(=O)Nc2nnc(C(C)C)s2)n1 | 4.3% |
| COc1ccc(NC(=O)Nc2c(SC)nsc2SC)cc1 | 5.7% |
| COc1ccc(N2CCN(C(=O)CCn3cnc4onc(-c5ccc(F)cc5)c4c3=O)CC2)cc1 | 9.4% |
| CCOc1ccc(OCC)c(NS(=O)(=O)c2ccc3[nH]c(=O)ccc3c2)c1 | 0.9% |

In another format: entries from further up.
COc1ccc(CCNC(=O)c2cc3c(=O)n4cccc(C)c4nc3n2C)cc1
  aSyn yeast rescue: 0.8%
O=C(COC(=O)c1ncc(Cl)c(Cl)c1Cl)c1ccc(Cl)s1
  aSyn yeast rescue: 8.1%
COc1cccc(CNC(=O)c2ccc3c(c2)sc2nc(-c4cccc(OC)c4)cn23)c1
  aSyn yeast rescue: 0.8%
Cc1ccc(C(=O)c2cn(CC(=O)NCc3ccccc3)c3nc(C)ccc3c2=O)cc1
  aSyn yeast rescue: -1.2%

The listing continues.
| SMILES | aSyn yeast rescue |
| --- | --- |
| CCOC(=O)c1cc(C(=O)NN)c(=O)[nH]c1C | -3.0% |
| CC1C(=O)N(Cc2cn(Cc3ccco3)nn2)CCS(=O)(=O)N1Cc1ccc(-c2ccc(F)nc2)cc1 (stereo unspecified) | -1.9% |
| CCCCN(CC)CCCNC(=O)c1cc2c(=O)[nH]c3ccccc3c2s1 | -2.6% |
| C=Cc1ccc(Cn2c(=O)n(-c3ccc(C)cc3)c(=O)c3c2c2cc(OC)ccc2n3C)cc1 | -0.4% |
| O=C1CCSC2(C(=O)N(Cc3ccc(F)cc3)c3ccccc32)N1c1ccccc1 (stereo unspecified) | -7.2% |

An excerpt; the hit share may differ from the screen's.
